Screens as filed in PubChem.
UTI89 phage lysis: inhibition of K1F phage lysis, E. coli UTI89, bacterial capsule biogenesis inhibitors, alamar blue (AID 488966); one-dose inhibition, % at 100 µM; IC50 in µM for titrated hits; E. coli UTI89 K1F phage lysis, alamar blue, 2 h; higher % means a stronger effect; actives 0.02% (n = 340,000);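 active = phage lysis inhibition, versus mean bacterial control, above a set limit; inconclusive = no clear call, values can overlap the other calls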;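 also: capsule biogenesis inhibitors block K1F phage lysis so surviving cells raise fluorescence; higher fluorescence means more inhibition of phage lysis; actives were called in the ten point dose series up to 300 µM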
Autophagy mod: autophagy modulation, high-content screen | MEF GFP-LC3 puncta imaging; test concentration mostly 10 µM | calls only at 10 µM (by protocol) | actives 0.98% (n = 190,000) | AID 463193;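 active = percentage of spot-positive cells more than 3 SD above its plate mean, without a fluorescence outlier flag or 80% toxicity; inconclusive = no clear call, values can overlap the other calls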;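 also: spot-positive cell cutoff set from DMSO-treated cells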
b-catenin transl: alters nuclear translocation of beta-catenin in HeLa cells. immunofluorescence imaging. nuclear translocation activity, % at 5 µM. actives 0.3% (n = 190,000). AID 1665;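 active = nuclear translocation activity above 50% at 5 µM, with a well cell count of 50 or more; inconclusive = wells under 50 cells across six images, flagged as toxic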;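 also: per-cell ratio of nuclear to cytoplasmic median beta-catenin stain intensity; plate controls were DMSO negative control for no effect and GSK-3 inhibitor IX positive control for full effect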
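Test system: human HeLa cells, native beta-catenin. Compound dosing: 5 µM primary single dose, 0.1% DMSO, 0.02–20 µM confirmation series. Incubation: compound exposure 24 h at 37°C. Detection: beta-catenin immunostaining with DAPI counterstain, 20x imaging, 6 fields/well. Read-out basis: Nuclear/cytoplasmic beta-catenin signal ratio, % activation.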
P. falciparum M17LAP: P. falciparum M17LAP inhibitors, primary screen, biochemical, fluorogenic H-Leu-NHMec substrate, 1536-well (AID 1619); recombinant M17LAP, H-Leu-NHMec fluorogenic kinetic assay; higher % means a stronger effect; inhibition, % at 30 µM, or IC50 in µM where a hit was titrated; actives 0.38% (n = 220,000);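 active = compound inhibiting the enzyme by more than half at any dose during confirmatory dose-response retesting; inconclusive = strong single-dose inhibitors picked by rank but not retested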;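 also: plate controls were full reaction with DMSO carrier for no effect and no enzyme background for full effect; strong numbers were not always called active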
CSM14.1 death rescue: protection against thapsigargin-triggered cell killing – 384-well, CSM14.1, ATP luminescence, primary screen (AID 1222); CSM14.1 thapsigargin-induced death rescue, ATP luminescence; higher % means a stronger effect; cellular ATP content (survival), % at 20 µM; hits with a dose series show EC50 in µM; 190,000 tested, under 10 active;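 active = EC50 below 50 µM in the dose-response confirmation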;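 also: death triggered by thapsigargin at about 15 µM added after 2 h compound pretreatment; cell ATP read after overnight thapsigargin exposure of roughly 18 to 22 hours; normalized against plate controls of thapsigargin alone and 5% DMSO vehicle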
Insulin prom up: MIN6 insulin promoter up-regulation | z-score at 5 µM | MIN6 insulin promoter-GFP reporter, high-content imaging; hits give high values | actives 0.3% (n = 190,000);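 active = z-score above 3 at 5 µM with at least 500 cells counted in the well; inconclusive = wells under 500 cells, flagged as cytotoxic or low count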
M1AAP inhibition: P. falciparum M1AAP inhibitors, biochemical, fluorogenic H-Leu-NHMec substrate, 1536-well (AID 1445). actives 0.42% (n = 220,000). recombinant M1AAP, H-Leu-NHMec fluorogenic kinetic assay; higher % means a stronger effect. inhibition, % at 30 µM; hits with a dose series show IC50 in µM;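 active = primary inhibition above the hit cutoff, then over 50% inhibition at one or more dose response concentrations, cut at about 23% in these data, passing the limit was not always enough; inconclusive = conflicting primary data, or primary hits not chosen for dose response; inactive = low primary inhibition, or under 50% at every dose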;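 also: plate controls were DMSO full reaction for no effect and no enzyme background for full effect; strong numbers were not always called active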
MT stabilize HCS: microtubule stabilizers in HeLa cells; % tubulin-high responders, % at 10 µM; actives 0.83% (n = 200,000); HeLa tubulin immunostaining HCS, 24 h; share of cells brighter than vehicle mean+2SD;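 active = plate Z-score above 3 for both tubulin-high and condensed-nucleus cell shares, with cell loss under 80%, at 10 µM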;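 also: anti alpha tubulin signal scored within the nucleus-defined area of each cell; some results filed as inactive read as strong as hits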
Dynein transport: blocks dynein driven cargo transport along microtubules. 3617.4 mouse cells, GR-EGFP nuclear translocation imaging; test concentration mostly 20 µM; stimulated with dexamethasone, 1 µM; hits give low values. z-score, hits read low. actives 0.47% (n = 220,000);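 active = plate z-score of nuclear minus cytoplasmic receptor signal below a set negative limit, without overly bright fluorescence or cell loss, cut at about -3.5 in these data, passing the limit was not always enough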;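 also: z-score of nuclear minus cytoplasmic ring GR-EGFP intensity difference per well; some compounds called inactive have numbers as strong as hits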
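Buffer or medium – tet-free medium with charcoal-stripped serum · Signal – automated 10x imaging of fixed Hoechst-stained cells · Also added – dexamethasone agonist, 1.0 µM final, for 30 min · Incubation – induction 48 h, compound 1 h, agonist 30 min · Read-out – GR-EGFP nuclear translocation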
Dynein transport cytoplasmic EGFP: also measured in Dynein transport; calls as there; z-score; measured here: cytoplasmic GR-EGFP intensity; hits give high values
Dynein transport nuclear GR-EGFP: recorded beside Dynein transport, whose call it bears; z-score; measured here: nuclear GR-EGFP intensity;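 lower value marks the stronger effect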
Dynein transport cell count: further read-out of Dynein transport, marked with its call; z-score; measured here: cell count per field
Insulin prom up cell count: second read-out of Insulin prom up, no call of its own (marks repeat the call); cell count; measured here: cytotoxicity, nuclei count;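 total cells summed across four imaged fields per well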
b-catenin transl cell count 5 µM: second read-out of b-catenin transl, no call of its own (marks repeat the call); cell count; measured here: cell count, cytotoxicity flag
MT stabilize HCS Hoechst-high %: further read-out of MT stabilize HCS, marked with its call; % Hoechst-high responders; measured here: nuclear condensation Hoechst responders;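 share of cells brighter than vehicle mean plus two SD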
MT stabilize HCS cytotoxicity %: recorded beside MT stabilize HCS, whose call it bears; toxicity, %; measured here: cytotoxicity by cell density;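 0% = mean cell density of plate MIN control wells and 100% = no cells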
Autophagy mod cell loss 18 h: recorded beside Autophagy mod, whose call it bears; toxicity, %; measured here: cell loss, nuclei count;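 cell loss after 18 h compound exposure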
Numbers without * were called inactive; i = inactive; ? = inconclusive; / = no result given; [ ] = remark or other dose.

entry	canonical_smiles	UTI89 phage lysis	Autophagy mod	Autophagy mod cell loss 18 h	b-catenin transl	b-catenin transl cell count 5 µM	P. falciparum M17LAP	CSM14.1 death rescue	Insulin prom up	Insulin prom up cell count	M1AAP inhibition	MT stabilize HCS	MT stabilize HCS Hoechst-high %	MT stabilize HCS cytotoxicity %	Dynein transport	Dynein transport cytoplasmic EGFP	Dynein transport nuclear GR-EGFP	Dynein transport cell count
1	COc1ccc(C(=O)N/N=C(\C)c2ccc3c(c2)C2C=CCC2C(c2ccccc2)N3)cc1 (stereo unspecified)	-0.6%[50 µM]	i	7	-1.8	1098	20%	-0.2%	0.17	1314	7%	3.1	3.3	3.8	-0.52	-0.16	0.44	0.3
2	COc1cc(/C=N/N=C/c2cc(OC)c(O)c(OC)c2)cc(OC)c1O	0.2%	i	5	0.5	985	20%	20%	/	/	14%	1.5	3.8	6.7	-0.56	-0.3	-0.53	0.66
3	CCOc1cccc(C(=O)NNC(=O)CCC(=O)O)c1	6.1%	i	-8	-2.1	544	5%	-1.4%	0.19	1274	-1%	1.8	1.8	6.8	0.62	-0.28	0.073	-0.67
4	COc1ccc(C(=O)COC(=O)c2ccc(NC(=O)c3ccccc3)cc2)cc1	0.0%	i	2	/	/	-12%	4.5%	/	/	14%	1.8	2.0	7.8	-0.1	-0.23	-0.35	0.58
5	Cc1ccc(NS(=O)(=O)c2cccc(C(=O)NCC3(N(C)C)CCCCC3)c2)cc1	-0.4%	i	6	-1.6	1060	14%	-1.0%	0.37	1247	8%	3.4	2.6	8.9	-1.3	1.1	-0.6	1
6	Cc1nc2ccc(Cl)cc2nc1C	-1.1%	/	/	0.3	1304	12%	/	-0.18	988	6%	/	/	/	-0.73	-0.085	0.041	1.1
7	CN1CCN(C(=O)CN2C(=O)CC(C)(C)S(=O)(=O)c3ccccc32)CC1	0.3%	i	0	/	/	-16%	-0.4%	0.18	786	-7%	1.7	1.3	4.8	-0.034	-0.22	-0.082	-0.17
8	N=C1C=CC=C2C1=NC1(CCCCC1)N2O	2.6%	i	11	1.8	1030	27%	-2.3%	-0.25	1950	2%	3.4	3.7	9.5	-1.1	-0.098	-0.43	0.96
9	COc1ccc(C(=O)NC(=S)NCc2ccc(-c3nc4ccccc4o3)cc2)cc1OC	7.6%	i	41	5.2	980	2%	-2.7%	1	642	-10%	2.4	1.1	5.6	-0.42	-0.23	-0.13	0.57
10	NC(=O)c1nn(-c2cccc(Cl)c2)c(=O)cc1O	4.4%	i	-28	/	/	-20%	2.3%	/	/	7%	2.5	2.3	9.9	-0.71	-0.19	-0.05	0.65
11	CN(C(=O)C1CCOC1)c1nnc(-c2ccncc2)s1 (stereo unspecified)	0.6%	i	0	/	/	-8%	-1.4%	0.1	1287	2%	3.7	2.3	2.2	-0.2	-0.24	-0.092	0.66
12	[O-]c1n[n+](-c2ccc(Cl)cc2)cc2ccccc12	1.0%	i	-2	-3.3	1042	1%	-1.8%	-0.2	1551	6%	7.9	3.3	0.7	1	-0.29	0.76	-0.86
13	COc1cccc(CNC(=O)CCC2CCCN(C(=O)c3cc(C4CC4)[nH]n3)C2)c1 (stereo unspecified)	0.7%	i	23	0.6	1056	0%	-2.8%	/	/	-4%	2.4	1.4	3.5	-1.6	0.36	-0.85	2.2
14	Cc1cccc(NC(=O)/C(=C/c2cccc([N+](=O)[O-])c2)NC(=O)c2cccs2)c1	0.5%	i	9	1.5	1073	3%	-1.0%	1.9	1544	2%	5.0	2.3	11	2	0.21	0.68	-0.64
15	COc1ccc(-n2nc(C)c3sc(C)nc3c2=O)cc1	-0.5%	/	/	-1.4	1135	9%	/	/	/	0%	/	/	/	-0.011	-0.27	-0.24	0.53
16	COc1ccc(C(=O)/C=C/c2cc(OC)c(O)c(OC)c2)c(F)c1	3.6%	i	9	18	111	10%	-2.5%	/	/	15%	5.5	7.5	0.6	-3.1	0.65	-1.3	0.59
17	O=C(Nc1ccc2c(c1)CCC2)c1ccc(F)cc1	2.2%[50 µM]	i	-3	-2.3	1171	8%	-2.6%	0.13	1526	-6%	3.2	5.2	10.0	0.16	-0.28	-0.14	0.46
18	Cc1c(Cl)cccc1NC(=O)NC1CCCCC1	-0.9%	i	3	-1.5	1077	-4%	-1.1%	/	/	1%	2.8	2.2	7.0	-0.44	-0.27	-0.41	-0.28
19	CCC(=O)N1CCc2cc(Br)cc(S(=O)(=O)N3CCN(C(=O)c4ccco4)CC3)c21	1.0%	i	19	-0.7	1060	-4%	1.4%	-0.19	1827	-5%	2.8	2.9	14	-0.16	-0.23	0.31	0.35
20	Cc1cc(C)nc(/N=C(\N)Nc2ccc(-c3ccccc3)cc2)n1	5.1%	i	14	2.1	1465	15%	-3.3%	-4.7	839	4%	4.9	8.0	11	-0.47	-0.1	-0.082	0.26
21	CCCc1c(O)nc(SCC(=O)NCc2ccco2)[nH]c1=O	-1.4%	i	1	-0.3	1119	1%	-0.9%	/	/	4%	2.0	1.6	6.1	-0.49	-0.27	-0.33	0.73
22	O=C(NCc1ccccn1)c1ccc(Cl)c(S(=O)(=O)N2CCCCC2)c1	0.1%	i	28	-1.7	1029	3%	-0.7%	-0.87	1571	3%	1.7	1.1	3.5	1.1	-0.2	0.71	-1
23	O=C(O)c1cccc(N/N=C/c2cc(Br)cc(Br)c2O)c1	-6.4%	i	-5	-1.2	1142	43%	-1.0%	0.37	1442	?	4.3	2.9	8.1	0.29	-0.078	0.037	0.16
24	NC(=O)CNC(=O)[C@@H]1CC2(CC(c3cccc(Br)c3)=NO2)CN1C(=O)c1ccc(Br)cc1 (stereo partly specified)	2.5%	i	-14	-1.2	1373	4%	-2.7%	0.38	1438	20%	2.9	2.3	6.7	0.71	-0.15	0.73	0.16
25	COC(=O)c1c(C)[nH]c(C)c1-c1cccc([N+](=O)[O-])c1	0.4%	i	0	0.3	1135	-5%	0.9%	-0.58	1132	10%	2.4	3.1	10	-0.66	-0.15	-0.17	0.46
26	CC(=N\Nc1ccccc1)/C(=N/O)C(=O)Nc1ccccc1	0.2%	i	17	1.9	1407	13%	-0.1%	0.7	1563	2%	0.6	1.6	11	-0.0067	-0.17	-0.19	0.35
27	O=C(O)/C=C/S(=O)(=O)c1ccc2ccccc2c1	0.1%	/	/	-0.1	1291	-10%	/	0.33	944	-2%	/	/	/	-0.95	-0.21	-0.096	0.12
28	COc1cc(O)c(NC(C)=O)c2nonc12	-1.7%	i	5	0.2	1133	/	-1.7%	-1	971	/	3.2	2.8	4.9	0.28	-0.17	0.13	0.043
29	O=C(Cc1ccc(-n2c(=O)c3ccccc3n(Cc3ccc(F)cc3)c2=O)cc1)NCC1CCCO1 (stereo unspecified)	0.0%	i	6	-1.3	986	3%	-2.4%	-0.4	1400	4%	4.1	1.7	0.9	0.35	-0.31	0.062	-0.39
30	CCOCCCNC(=O)C(c1ccc(OC)cc1)N(Cc1cccs1)C(=O)CNC(C)=O (stereo unspecified)	0.5%	i	1	-4.0	1106	2%	-0.7%	0.52	1234	6%	5.0	2.3	9.8	-0.01	0.36	-0.088	0.14
31	O=C1CC(N2CCOCC2)C(=O)N1Cc1ccc(N2CCCC2=O)cc1 (stereo unspecified)	0.8%	i	17	0.0	1169	1%	-0.5%	-0.22	910	13%	1.8	2.5	7.2	-0.42	-0.16	-0.11	0.64
32	Cc1cc([N+](=O)[O-])nn1Cc1ccc(C(=O)N/N=C/c2ccc(N(C)C)cc2)cc1	0.8%	/	/	0.1	1352	-1%	/	-0.51	1030	12%	/	/	/	0.96	-0.28	0.43	0.057
33	CN(C)c1ccnc2sc(C(=O)c3ccc(Br)cc3)c(N)c12	0.4%	i	26	-0.1	1512	3%	-1.0%	1.2	1475	6%	4.6	1.8	6.9	0.0023	-0.017	0.46	-0.23
34	CCOC(=O)c1sc(NC(=O)CSc2nnnn2-c2ccccc2)c(C(=O)OCC)c1C	-0.1%	i	-2	0.2	1116	4%	-3.4%	-0.1	1326	-3%	3.0	1.9	5.6	1.2	0.14	1.1	-0.86
35	COc1cccc(C2CC(=O)Nc3cc4c(cc32)CCC4)c1 (stereo unspecified)	-0.7%	i	33	2.4	1406	4%	-0.3%	/	/	-2%	17*	51*	37*	-0.61	-0.22	0.3	7.5
36	O=C(CCc1ccccc1)Nc1nnc(-c2cccs2)o1	-0.6%	i	4	/	/	3%	1.9%	-0.04	875	9%	7.2	2.2	0.4	0.046	-0.18	0.25	0.066
37	COc1cccc(-n2c(CN3CCN(c4cccc(C)c4)C(C)C3)nc3ccc([N+](=O)[O-])cc3c2=O)c1 (stereo unspecified)	0.4%	i	6	0.7	925	-5%	-2.4%	-0.53	1274	4%	2.5	2.2	5.9	-0.16	-0.31	-0.28	0.086
38	O=C(NCCc1ccccn1)c1cccc(S(=O)(=O)N2CCc3ccccc32)c1	0.1%	i	0	-1.4	1050	-3%	-1.4%	-1.3	794	6%	1.8	1.8	8.6	0.61	-0.3	0.47	-0.22

Outcome played no part in choosing rows. Share with any hit: about 2.9%.
